High-throughput results (PubChem)
Measles CPE = compounds protecting cells from measles virus cytopathic effect, primary screen, measles RdRp inhibitor project, single point, MLSMR library, absorbance | Measles virus-infected cells, CPE protection | protection (pct of control), % at 4 µM | 140,000 tested, 1.5% active; in the data active = protection mostly above about 24%, no sharp cut-off; inactive = mostly below about 26%; note: some compounds called inactive have numbers as strong as hits
HCT116 bCat-KO = primary screen for growth suppressors in beta-catenin knockout HCT116 cells (colon tumor, human). HCT116 beta-catenin knockout viability, CellTiter-Glo, 60 h; active compounds read low. viability, % at 10 µM. 140,000 tested, 1.5% active. AID 818, 2007;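 active = viability at or under a set limit, the compound median less 4 SD, cut at about 6% in these data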;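 note: 0% = Hyamine 1622 control at 20 µM and 100% = untreated cell control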
Yeast life ext = compounds extending yeast replicative lifespan, primary screen, S. cerevisiae, OD615; S. cerevisiae growth with nicotinamide; deaD strain in restrictive glucose medium; 130,000 tested, 0.68% active; inhibition of the nicotinamide effect, % at 10 µM;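 active = inhibition above a set limit, placed 3 SD over the median of all compounds, cut at about 26% in these data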;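 note: 0% = nicotinamide-treated wells and 100% = cells grown without nicotinamide; some compounds called inactive have numbers as strong as hits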
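Assay system: engineered S. cerevisiae DeaD replicative-lifespan strain, galactose-grown log-phase cells; Buffer or medium: CSMM-D glucose medium, restrictive; Probe or stimulus: nicotinamide 1.5 mM; Compound: single dose 10 µM compound, 0.25% DMSO; Schedule: 4 h preincubation then 48 h treatment at 30 °C; Technique: OD615 measurement.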
MRP-1 activ = H69AR viability gain despite doxorubicin, primary screen, MRP-1 activator project, H69AR cells, CellTiter-Glo. viability rescue. viability increase, % at 10 µM. 140,000 tested, 0.61% active. AID 799, 2007;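 active = viability gain under doxorubicin at or above a set limit, the compound median plus 3 SD, cut at about 4.7% in these data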;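 note: MRP-1 overexpressing cells given doxorubicin 25 µM after compound pretreatment; 18-22 h compound pretreatment then 72 h with doxorubicin before readout; 0% = doxorubicin-only wells and 100% = vehicle-treated cells without doxorubicin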
GALR2 blocker = GALR2 antagonists in receptor-expressing cells, primary screen | AID 828, 2007 | inhibition, % at 4 µM | 140,000 tested, 0.39% active | antagonist mode | Galanin receptor type 2 (Homo sapiens), O43603; in the data active = inhibition above about 27%;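 note: cells stimulated with galanin 1-16 at roughly its EC80; 0% = agonist challenge control and 100% = basal control without agonist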
Target sequence (O43603 whole entry, looked up): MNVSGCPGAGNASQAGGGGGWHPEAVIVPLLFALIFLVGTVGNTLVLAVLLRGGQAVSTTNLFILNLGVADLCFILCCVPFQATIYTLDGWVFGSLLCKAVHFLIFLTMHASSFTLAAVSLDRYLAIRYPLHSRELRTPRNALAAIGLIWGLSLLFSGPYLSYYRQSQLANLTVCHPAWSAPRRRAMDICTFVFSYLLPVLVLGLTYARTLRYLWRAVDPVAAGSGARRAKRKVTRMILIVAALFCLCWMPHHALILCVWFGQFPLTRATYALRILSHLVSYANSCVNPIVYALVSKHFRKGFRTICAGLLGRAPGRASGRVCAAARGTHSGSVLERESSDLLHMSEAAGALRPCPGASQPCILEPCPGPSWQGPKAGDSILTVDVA
Yeast growth inh = growth inhibitors of yeast BB579 in restrictive medium, primary screen, yeast lifespan-shortening project, S. cerevisiae; inhibition, % at 10 µM; 140,000 tested, 0.51% active; AID 804, 2007; OD615, 48 h;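 active = inhibition above a set limit, 3 SD over the mean compound inhibition, cut at about 44% in these data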; note: inactives centre near -24
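Test system: S. cerevisiae DeaD strain BB579 yeast; Medium: restrictive CSMM-D medium; Compound: one dose, 10 µM compound with 0.25% DMSO; Incubation: 4 h cell preincubation, 48 h compound exposure, 30 °C humidified; Signal: OD at 615 nm; Benchmarks: amphotericin B at 10 µg/mL as positive control.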
E-sel TNF inh = E-selectin induction blockers in HUVEC – imaging, immunofluorescence, high content, primary screen; HUVEC TNFa-induced E-selectin immunofluorescence; inhibition, % at 2 µM; 120,000 tested, 0.71% active;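 active = inhibition above the batch mean plus 3 SD, and confirmed as a hit on visual image review, cut at about 43% in these data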;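 note: 0% = TNF-stimulated DMSO wells and 100% = unstimulated control wells; not every result past the cut was called active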
NPY Y2 blocker = NPY-Y2 receptor antagonists, primary screen, cell-based. Neuropeptide Y receptor type 2 (Homo sapiens), P49146. inhibition, % at 2.7 µM. 140,000 tested, 0.99% active. NPY-Y2 expressing cells, antagonist mode; in the data active = inhibition above about 17%;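 note: 0% = vehicle with agonist challenge and 100% = reference antagonist with challenge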
Target sequence (P49146 whole entry, looked up): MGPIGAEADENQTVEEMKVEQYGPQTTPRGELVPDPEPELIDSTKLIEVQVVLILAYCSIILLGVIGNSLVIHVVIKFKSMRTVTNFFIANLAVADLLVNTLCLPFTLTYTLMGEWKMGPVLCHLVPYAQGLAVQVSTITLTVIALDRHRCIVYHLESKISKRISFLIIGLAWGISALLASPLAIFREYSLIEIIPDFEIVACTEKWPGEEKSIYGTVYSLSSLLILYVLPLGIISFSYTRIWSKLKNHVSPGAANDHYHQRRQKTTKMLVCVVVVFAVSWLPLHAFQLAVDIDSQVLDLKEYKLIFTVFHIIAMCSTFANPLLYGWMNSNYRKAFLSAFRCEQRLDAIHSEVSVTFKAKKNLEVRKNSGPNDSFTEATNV
PTEN del growth = growth suppression of PTEN-null HCT116, primary screen, cell-based, CellTiter-Glo; HCT116 PTEN-null viability, 60 h; active compounds read low; viability, % at 10 µM; 140,000 tested, 1.2% active; AID 827, 2007;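 active = viability at or below a set limit, 4 SD under the median of all tested compounds, cut at about 3.7% in these data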;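 note: PTEN knockout HCT116 line with beta catenin targeted HCT116 as companion control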
Phagocytosis inh = inhibitors of macrophage phagocytosis, primary screen, imaging, J774A.1 cells, IgG beads | 110,000 tested, 0.07% active | J774A.1 macrophage IgG-bead phagocytosis | AID 1029, 2008 | inhibition, % at 5 µM;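 active = inhibition above the mean of the plate negative controls plus 5 SD, cut at about 13% in these data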;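 note: phagocytic index as fraction of beads internalized from green versus red external bead signal; plate controls were DMSO negative control for no effect and cytochalasin-D positive control for full effect; some results beyond the cut were filed as inactive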
Numbers without * were called inactive; nt = no result given.

Start of the listing, in advance (4 entries):
SMILES	Measles CPE	HCT116 bCat-KO	Yeast life ext	MRP-1 activ	GALR2 blocker	Yeast growth inh	E-sel TNF inh	NPY Y2 blocker	PTEN del growth	Phagocytosis inh
COc1ccc(OC2C(=O)N(Cc3ccc(F)cc3)C2c2cc(OC)c(OC)c(OC)c2)cc1 (stereo not given)	14	90	0	-0.8	-3	-24	-8	4	83	-4
O=C(c1ccco1)N1CCN(c2ncnc3c(-c4ccccc4)nsc23)CC1	2	71	-16	-1.7	2	4	-8	3	71	-2
O=C(CN(Cc1cccs1)C(=O)CSc1nnc(COc2ccccc2)o1)NC1CCCCC1	13	83	nt	1.2	3	-72	-3	4	84	nt
CCN(CC)C(=S)SCC(=O)c1ccc(F)cc1	9	62	-10	-2.2	1	-15	22	4	61	nt

The listing, repeating the preview:
SMILES	Measles CPE	HCT116 bCat-KO	Yeast life ext	MRP-1 activ	GALR2 blocker	Yeast growth inh	E-sel TNF inh	NPY Y2 blocker	PTEN del growth	Phagocytosis inh
COc1ccc(OC2C(=O)N(Cc3ccc(F)cc3)C2c2cc(OC)c(OC)c(OC)c2)cc1 (stereo not given)	14	90	0	-0.8	-3	-24	-8	4	83	-4
O=C(c1ccco1)N1CCN(c2ncnc3c(-c4ccccc4)nsc23)CC1	2	71	-16	-1.7	2	4	-8	3	71	-2
O=C(CN(Cc1cccs1)C(=O)CSc1nnc(COc2ccccc2)o1)NC1CCCCC1	13	83	nt	1.2	3	-72	-3	4	84	nt
CCN(CC)C(=S)SCC(=O)c1ccc(F)cc1	9	62	-10	-2.2	1	-15	22	4	61	nt
O=C(COc1ccccc1F)NNC(=O)c1ccc(N2CCCCC2)c([N+](=O)[O-])c1	4	105	0	-2.5	-5	-18	nt	-1	93	-5
CCC(=O)Nc1nc(=S)ss1	9	91	-6	-0.6	0	-1	16	-1	106	0
O=C(NCCCN1CCN(Cc2ccccc2)CC1)c1nnc(Cc2c(F)cccc2Cl)o1	39*	64	-13	-2.3	10	-12	-1	2	63	-1
CCc1cccc(CC)c1NC(=O)COC(=O)CC1c2ccccc2CCN1S(=O)(=O)c1ccccc1 (stereo not given)	12	73	0	0.9	1	-30	nt	10	71	-7
COC(=O)C1=CNC=C(C(=O)OC)C1c1ccc(Cl)cc1	14	91	-5	-1.8	3	-21	-13	5	83	-2
CC(OC(=O)CN(C)S(=O)(=O)c1ccc(Cl)cc1)C(=O)Nc1ncc(Cl)cc1Cl (stereo not given)	17	103	-3	-0.9	-7	-13	11	0	101	-7
CCOC(=O)c1ccc(N2C(=O)c3n[nH]c(C)c3C2c2ccc(OC)cc2OC)cc1 (stereo not given)	6	58	nt	9.4*	-3	-41	-4	6	54	nt
CCC(C)Cn1c(S(=O)(=O)O)nc2ccccc21 (stereo not given)	50*	97	-3	-1.4	2	-41	-13	5	108	nt
CCC1=NC(c2ccc(OC)cc2)N(O)C1(C)C (stereo not given)	11	95	-6	-0.7	-3	7	0	-1	94	nt
CC(=O)Nc1ccc(S(=O)(=O)N2CCCN(S(=O)(=O)c3ccc(NC(C)=O)cc3)CC2)cc1	7	105	-5	-3.7	4	-10	-3	0	98	1
COc1nc(OC)nc(Oc2ccc(Cl)cc2[N+](=O)[O-])n1	5	84	-4	-2.3	-1	-12	22	-1	99	-3
Cc1ccc(NC(=O)CCC(=O)OCC(=O)c2ccc(Oc3ccc([N+](=O)[O-])cc3)cc2)c(C)c1	10	89	-15	-1.1	3	-33	-4	-1	93	2
COc1cc(C(=O)NCCC(=O)NCCCN2CCCCC2C)cc(OC)c1OC (stereo not given)	19	110	-7	0.1	-5	-27	-35	1	103	-2
C=CCn1c(SCC(=O)NC2CCCc3ccccc32)nnc1-c1ccncc1 (stereo not given)	13	89	0	-2.3	-10	-10	42	1	91	-3
O=C(c1ccc2c(c1)OCO2)N1CCN(c2ccccn2)CC1	9	90	1	-1.5	-3	8	8	3	88	-3
COc1ccc(Cl)cc1N1CC(c2nc3ccccc3[nH]2)CC1=O (stereo not given)	1	85	1	-3.3	9	-27	nt	1	96	nt
O=S(=O)(c1ccc(OCC(O)CN2CCC(Cc3ccccc3)CC2)cc1)N1CCOCC1 (stereo not given)	5	72	-15	-3.0	-1	-19	-23	10	74	-1
COc1cc(OC)nc(Oc2ccccc2C(=O)Oc2ccc(Cl)cc2)n1	31	91	4	-1.7	4	-83	34	3	88	nt
Cc1ccccc1NC(=S)NC1(C)CCS(=O)(=O)C1 (stereo not given)	10	93	4	-2.2	7	-33	nt	1	85	-3
CC1CCc2cc(F)ccc2N1C(=O)CSc1nnc2c(n1)[nH]c1ccccc12 (stereo not given)	14	24	-3	-5.6	1	-34	-28	2	8	nt
O=C(COC(=O)c1ccc(Cl)cc1O)Nc1cccnc1Cl	5	98	-7	-0.7	7	-28	nt	5	95	-7

Some entries already given with just MRP-1 activ.
SMILES,MRP-1 activ
COc1cc(OC)nc(Oc2ccccc2C(=O)Oc2ccc(Cl)cc2)n1,-1.7
Cc1ccccc1NC(=S)NC1(C)CCS(=O)(=O)C1 (stereo not given),-2.2
CC1CCc2cc(F)ccc2N1C(=O)CSc1nnc2c(n1)[nH]c1ccccc12 (stereo not given),-5.6

Molecules from the list above that have an aryl thioether with sulfur outside any ring (three):
SMILES	Measles CPE	HCT116 bCat-KO	Yeast life ext	MRP-1 activ	GALR2 blocker	Yeast growth inh	E-sel TNF inh	NPY Y2 blocker	PTEN del growth	Phagocytosis inh
O=C(CN(Cc1cccs1)C(=O)CSc1nnc(COc2ccccc2)o1)NC1CCCCC1	13	83	nt	1.2	3	-72	-3	4	84	nt
C=CCn1c(SCC(=O)NC2CCCc3ccccc32)nnc1-c1ccncc1 (stereo not given)	13	89	0	-2.3	-10	-10	42	1	91	-3
CC1CCc2cc(F)ccc2N1C(=O)CSc1nnc2c(n1)[nH]c1ccccc12 (stereo not given)	14	24	-3	-5.6	1	-34	-28	2	8	nt

The results go on.
SMILES	Measles CPE	HCT116 bCat-KO	Yeast life ext	MRP-1 activ	GALR2 blocker	Yeast growth inh	E-sel TNF inh	NPY Y2 blocker	PTEN del growth	Phagocytosis inh
Clc1ccc(OCCCc2nc(-c3ccncc3)no2)c(Cl)c1	6	87	-18	0.5	-4	-33	-5	9	83	-1
CC/C(=N\O)c1c(O)c2c(n(-c3ccccc3)c1=O)CCCC2	4	95	4	-1.7	10	-45	-6	6	95	-4
Cc1ccc(NC(CNS(=O)(=O)c2ccc(Cl)cc2)c2ccccc2)cc1 (stereo not given)	7	24	-13	-1.6	-5	-16	13	-1	37	nt
COc1ccc(Br)cc1C1CC(=O)N2CN(Cc3ccccc3)CSC2=C1C#N (stereo not given)	10	72	-2	-1.9	4	10	nt	1	66	0
O=C(O/N=C(\c1ccccc1)c1ccccn1)c1cccc2ccccc12	29	88	7	-0.7	7	9	nt	7	87	-4
CCOC(=O)c1ccc(N2CCN(c3ccccc3F)CC2)c(NC(=O)Nc2cccc(OC)c2)c1	6	63	-2	1.8	1	-66	nt	1	60	-8
COC(=O)C(CCSC)NC(=O)c1cc2c(n(-c3ccccc3)c1=O)CC(C)(C)CC2=O (stereo not given)	8	90	-2	-3.0	6	-21	7	2	94	-3
CC(C)OCCCNC(=O)c1ccncc1	5	95	-5	-0.7	7	-41	-15	7	101	1
Cc1cccc(C)c1Nc1nnc(SCC(=O)NCc2cccs2)s1	13	86	2	-1.2	8	3	nt	3	81	2
CCc1cc(=O)oc2cc(C)cc(OC(C)C(=O)O)c12 (stereo not given)	15	87	-17	-1.2	2	9	13	0	93	nt
CCCn1nc(C(=O)OCC(=O)Nc2ncc(Cl)c(C)c2Cl)c2ccccc2c1=O	9	89	-5	0.8	-6	-23	8	5	92	-5
CCOc1ccc(NC(=S)N(CCCN2CCOCC2)Cc2cn(C)c3ccccc23)cc1	24	84	-3	-3.2	6	2	nt	2	94	-3
Cc1ccc(-c2nc3ccccc3s2)cc1NC(=S)NC(=O)c1cccc2ccccc12	16	1.3*	6	-5.1	-1	-13	nt	3	1.7*	-3
O=C(Nc1ccccc1F)c1ccco1	3	99	nt	-2.0	8	-19	-5	1	102	nt
CC(C)Cc1nnc(NC(=O)c2cc(-c3ccccc3)nc3ccccc23)s1	44*	102	-30	-1.6	16	-12	-44	3	90	0
COc1ccc2[nH]c(=O)c(CN(C(=O)c3cccnc3)c3ccccc3OC)cc2c1	5	102	-14	-1.4	-1	-27	-12	1	95	-1
CCOC(=O)C1CCN(C(=O)Cc2c(C(=O)O)n(CC)c3ccccc23)CC1	13	106	-8	-1.6	1	-24	-9	5	80	nt
NS(=O)(=O)c1ccc(CCNC(=O)CN2CCN(c3cccc(Cl)c3)CC2)cc1	22	61	2	-1.1	4	-11	27	0	58	0
CNc1oc(-c2ccccc2)nc1C#N	28	90	-29	-0.7	10	12	-6	5	92	-3
CC(=O)Nc1ccc(S(=O)(=O)N2CCCN(S(=O)(=O)c3ccc(C)cc3)CC2)cc1	10	87	-3	-2.9	8	-35	-4	-3	80	-1
CCOC(=O)C1=C(C)OC(N)=C(C#N)C1c1ccc(O)c(OC)c1 (stereo not given)	8	99	-10	-0.4	-6	7	-5	5	90	0
CCc1ccc(C(C(=O)NC2CCCC2)N(C(=O)/C=C/C(=O)Nc2cc(C)on2)c2ccccc2C)cc1 (stereo not given)	13	16	-2	-4.1	0	-11	4	4	16	-13
N#Cc1ccsc1NC(=O)CN1CCN(c2ccccn2)CC1	18	90	-2	-2.8	5	-28	-14	-3	95	-1
O=C1C(=O)N(CCCN2CCOCC2)C(c2cccs2)/C1=C(/O)c1ccc2c(c1)OCO2 (stereo not given)	14	92	-6	-4.2	-2	-48	6	0	95	nt
O=S(=O)(CCSc1nc2ccccc2o1)c1nc2ccccc2s1	0	5.1*	4	-5.8	11	-39	17	13	3.5*	-1
Cc1c(NCc2cc(Cl)ccc2O)c(=O)n(-c2ccccc2)n1C	7	83	7	-3.1	7	-24	1	8	90	nt
CCOc1ccc(-c2nc(C#N)c(NCC3CCCO3)o2)cc1 (stereo not given)	7	102	-9	-0.8	0	-39	0	1	100	nt
COc1ccccc1-c1nc(C#N)c(N2CCC(C(N)=O)CC2)o1	5	92	-14	0.6	-12	9	11	0	96	0
Cc1ccc(C(=O)O)cc1S(=O)(=O)N1CCC(C(=O)O)CC1	17	94	-17	-0.7	1	-45	1	1	103	-1
COC(=O)c1ccccc1NC(=O)C1CC(=O)N(c2ccc(F)cc2)C1 (stereo not given)	3	94	-18	-1.5	-3	-11	-1	4	87	-1
